# hIAP inh – human IAP inhibition | inhibition, % at 10 µM | purified IAP, CDP-Star luminescence, 30 min | 0.12% of 330,000 active;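 active = inhibition reaching a set limit with compound at 10 µM in the primary screen, cut at about 35% in these data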;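 note: plate controls were DMSO wells with enzyme for no effect and no-enzyme buffer wells for full effect; values of inactives mirror those of a sister screen read the other way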
# TIM10 inh – inhibits growth of TIM10 yeast strain; S. cerevisiae TIM10 strain growth, BacTiter-Glo luminescence, 24 h; inhibition, % at 10 µM; 1.4% of 330,000 active;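 active = inhibition of 40% or more at the single tested concentration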;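 note: wild-type TIM10 isogenic control strain grown at permissive 25 °C; 0% = DMSO yeast wells and 100% = minimal medium wells without yeast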
# A3A deaminase – human APOBEC3A DNA deaminase inhibition. recombinant A3A, FAM/TAMRA ssDNA deamination fluorescence. P31941. inhibition, % at 20 µM. 0.41% of 330,000 active. AID 493011;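 active = at least 40% inhibition at 20 µM here, with at most 30% in a related deaminase screen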;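 note: plate controls were A3A with DMSO for no effect and wells lacking A3A enzyme for full effect; some results filed as inactive read as strong as hits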
# Target sequence (P31941 whole entry, looked up): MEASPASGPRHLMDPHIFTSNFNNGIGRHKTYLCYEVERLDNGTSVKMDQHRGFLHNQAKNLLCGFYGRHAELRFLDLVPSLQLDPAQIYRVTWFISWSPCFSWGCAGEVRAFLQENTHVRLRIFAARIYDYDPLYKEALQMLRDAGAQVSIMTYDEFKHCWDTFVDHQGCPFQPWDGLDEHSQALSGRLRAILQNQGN
# APOBEC3G inh – blocks human APOBEC3G single-stranded DNA deamination; Q9HC16; inhibition, % at 20 µM; 0.28% of 330,000 active; recombinant A3G, ssDNA deamination FAM/TAMRA fluorescence; AID 493012;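 active = inhibition of at least 40% at 20 µM, with no more than 30% in the related APOBEC3A deaminase screen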;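 note: plate controls were DMSO wells with A3G for no effect and wells lacking A3G enzyme for full effect; some compounds called inactive have numbers as strong as hits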
# Target sequence (Q9HC16 whole entry, looked up): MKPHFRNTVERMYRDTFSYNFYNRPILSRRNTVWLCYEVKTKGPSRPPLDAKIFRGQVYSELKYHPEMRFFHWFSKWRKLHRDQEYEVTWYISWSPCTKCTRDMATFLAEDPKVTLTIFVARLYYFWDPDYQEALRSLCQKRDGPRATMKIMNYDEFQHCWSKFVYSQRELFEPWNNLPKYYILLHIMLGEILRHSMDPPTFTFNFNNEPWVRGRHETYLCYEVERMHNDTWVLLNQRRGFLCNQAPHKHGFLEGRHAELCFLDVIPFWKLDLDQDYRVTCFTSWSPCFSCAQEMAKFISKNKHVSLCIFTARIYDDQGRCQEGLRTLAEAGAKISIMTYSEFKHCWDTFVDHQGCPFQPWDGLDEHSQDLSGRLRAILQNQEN
# beta cell repl – MIN6 beta-cell proliferation induction; 0.29% of 330,000 active; AID 2380; proliferation, % at 10 µM; MIN6 cells proliferation, ATPlite luminescence, 48 h; cells starved in 0.2% serum; 100% = growth in 10% serum;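 active = compounds whose signal lies at least 3.5 SD above the mean of all wells on their plate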;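 note: 0% = DMSO-treated cells in low-serum medium and 100% = 10% serum control; some compounds called inactive have numbers as strong as hits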
# tim10-1 inh – tim10-1 yeast growth inhibition; S. cerevisiae tim10-1 ts strain growth, BacTiter-Glo, 24 h; inhibition, % at 20 µM; 2.2% of 330,000 active;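 active = inhibition of at least 40%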;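 note: mutant grown at 25 °C; 0% = DMSO wells with yeast and 100% = wells holding no yeast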
# mIAP block – blocks mouse intestinal alkaline phosphatase; inhibition, % at 10 µM; 0.2% of 330,000 active; purified mouse IAP, CDP-Star luminescence, 30 min; AID 2806;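 active = inhibition of at least 40% at 10 µM in the primary screen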;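 note: plate controls were DMSO with enzyme for no effect and no enzyme wells for full effect; values of inactives mirror those of a sister screen read the other way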
# mIAP act – increases mouse intestinal alkaline phosphatase activity; muIAP, CDP-Star luminescence, 30 min; hits give high values; 1 = vehicle-only enzyme signal, 0 = enzyme-free wells; activation factor at 10 µM; 0.24% of 330,000 active;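 active = activation factor of at least 2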; note: the source names both 10 and 20 µM as test concentration; values of inactives mirror those of a sister screen read the other way
#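 Assay system: mouse IAP enzyme; reagent: chemiluminescent substrate CDP-Star; dosing: test compounds delivered from DMSO solution; schedule: 30 min at room temperature; measured by: luminescence from enzymatic CDP-Star hydrolysis; controls: DMSO-only wells and no-enzyme negative control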
# NALP3 yeast inh – blocks the NALP3 inflammasome reconstituted in yeast; Yeast reconstituted NLRP3/ASC/caspase-1, beta-gal luminescence, 24 h; inhibition, % at 10 µM; 0.39% of 330,000 active;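 active = inhibition of 50% or more; inactive = inhibition below 50%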;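 note: plate controls were induced DMSO wells for no effect and uninduced yeast grown without galactose for full effect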
# Active calls of the source: *. Random draw from the library; about 4.6% have a hit in one of these screens.
Molecule,hIAP inh,TIM10 inh,A3A deaminase,APOBEC3G inh,beta cell repl,tim10-1 inh,mIAP block,mIAP act,NALP3 yeast inh
COc1ccc(CCn2c(C)cc(C(=O)CSc3nnnn3-c3ccccc3)c2C)cc1,2,-45,2,-2,-1,-13,-5,1.1,0
CNc1nc(Cl)nc(NC(C)(C)C)n1,8,1,-1,-2,5,-1,12,0.88,-6
CCCCn1c(SCC(=O)Nc2cc(C)on2)nnc1-c1cccnc1,1,-2,1,-3,-4,3,-6,1.1,-4
COc1ccc(S(=O)(=O)NCc2cccnc2)cc1C(=O)Nc1ccccc1,-10,-4,-1,-3,1,-15,3,0.97,3
COc1cc(C(=O)OCC(=O)N2CCCCC2C)cc(NC(=O)c2cccs2)c1OC (stereo not drawn),9,9,6,-5,2,18,10,0.9,22
O=C(O)/C=C/C(=O)Nc1ccccc1-c1ccccc1,-23,2,-4,-5,-2,24,-2,1,16
NS(=O)(=O)c1ccc(NC(=S)NCc2ccc3c(c2)OCO3)cc1,4,12,-5,13,-3,-2,-15,1.1,10
c1ccc(N2CCN(c3nc4ccccc4[nH]3)CC2)nc1,-5,10,-1,-4,-1,-18,-4,1,8
Cc1nnc(SCc2nnc(-c3cccs3)o2)n1Cc1ccccc1,-10,-6,-5,0,-5,19,0,1,-3
CCc1c(O)nc(SCc2ccc(F)cc2)[nH]c1=O,-11,1,1,-14,-4,-9,0,1,15
O=C(COc1ccccc1)NCC(=O)N1CCCC1,5,-15,4,8,-3,1,2,0.97,15
Cc1c(NP(=O)(c2ccc(Br)cc2)c2ccc(Br)cc2)c(=O)n(-c2ccccc2)n1C,-11,15,-4,-5,0,9,6,0.94,6
O=C(CC1C(=O)NCCN1C(=O)Nc1ccc(C(F)(F)F)cc1)Nc1ccc(F)cc1 (stereo not drawn),6,-5,2,-5,-2,-8,-2,1,15
CCOc1ccc(S(=O)(=O)N/N=C\c2ccc3c(c2)OCO3)cc1,-13,4,-5,-10,-1,21,-3,1,14
CCN(CC)c1ccc(S(=O)(=O)N2CCOCC2)cc1NC(=O)CSc1n[nH]c(N)n1,-24,-13,-2,-4,-2,3,0,1,6
CC(NC(=S)N1CCN(c2ccccc2)CC1)c1ccccc1 (stereo not drawn),-7,5,-3,0,-4,2,-9,1.1,-14
CCN1CCCC1CNC(=O)c1cc(S(=O)(=O)CC)c(N)cc1OC (stereo not drawn),-8,4,-2,-3,1,4,0,1,11
CC(C)(C)c1ccc(/C=N/NC(=O)C(=O)NCCCN2CCOCC2)cc1,3,15,-4,-5,-1,-16,15,0.85,16
Cc1ccc(-c2sc(-c3cccnc3)nc2CC(=O)O)cc1,-4,-10,-1,0,-2,11,-9,1.1,15
COc1ccc(NC(=O)CN2C(=O)NC3(CCCc4ccccc43)C2=O)c(OC)c1 (stereo not drawn),0,1,4,0,1,-13,-5,1,5
CCCCN(C(=O)CSCc1ccc(C)cc1)c1c(N)n(CCC)c(=O)[nH]c1=O,-8,2,-4,-6,-4,5,5,0.95,12
CC(C)CNC(=O)Nc1ccc(F)c(Cl)c1,-19,-3,-3,-7,2,6,-13,1.1,21
COc1ccc(C(C(=O)NC2CCCC2)N(C(=O)c2ccoc2C)c2cc(C)cc(C)c2)cc1 (stereo not drawn),-18,38,2,-1,-4,31,-4,1,2
COc1ccc(-c2csc3ncnc(N4CCN(S(=O)(=O)c5ccc(Cl)s5)CC4)c23)cc1,0,-1,-3,-9,-6,8,8,0.92,21
COc1cc(OC)c(NC(=O)Nc2ccc(OC)c(OC)c2)cc1Cl,15,10,-3,-6,1,3,0,1,-13
Cc1cc2nc3n(c2cc1C)CC1CC(C(=O)NCCc2cccs2)N(C)C31 (stereo not drawn),-2,2,-2,-3,-2,-6,8,0.92,3
O=C(COc1ccc(Cl)cc1Cl)Nc1ccc(CN2CCOCC2)cc1,-16,-8,-2,-5,-3,6,6,0.94,25
O=C(/C=C/c1ccco1)Oc1cccc2cccnc12,-13,10,8,2,-1,-2,-1,1,18
CCOC(=O)c1sc(NC(=O)Nc2ccccc2F)nc1C,5,10,-6,-8,-4,9,4,0.96,-12
COc1ccc(-c2noc(COc3ccc4ccccc4c3Br)n2)cc1OC,-3,-19,-1,-3,-4,20,8,0.92,15
CCN(CC)S(=O)(=O)c1ccc(N2CCOCC2)c(NS(=O)(=O)c2ccc(C(C)C)cc2)c1,-13,15,3,-1,-1,17,8,0.92,15
COc1ccc(NC(=O)CSc2nnc(Cn3c(=O)sc4ccccc43)n2C)c(OC)c1,8,7,-2,-5,6,-5,10,0.9,0
CC(C)OCCCNC(=O)c1ccc(NC(=O)C2CCCO2)cc1 (stereo not drawn),-1,7,-1,-6,-4,9,3,0.97,-2
Cc1nc2ccccn2c1C(=O)NC1CCCCC1,-8,-1,-6,-4,-1,14,9,0.91,7
COc1ccccc1NC1CCCCC1NS(=O)(=O)c1ccc(C)cc1 (stereo not drawn),8,7,-5,-7,-3,48*,-7,1.1,-5
CCCCNC(=O)CSc1nc2cc3c(cc2c(=O)n1CCCC(=O)NCCc1ccc(OC)c(OC)c1)OCO3,-10,9,2,-13,-5,16,-2,1,-3
COC(=O)Cc1cc(=O)n2[nH]c(C)c(-c3ccccc3)c2n1,6,5,0,1,-2,-1,-4,1,29
COc1ccccc1NC(=O)C(=O)Nc1ccc2c(c1)N(C(=O)C1CC1)CCC2,-2,4,-2,0,0,9,2,0.98,-3
O=C(c1cccc([N+](=O)[O-])c1)N(c1ccccn1)c1ccccn1,4,-15,-4,-5,1,18,1,0.99,-9
CCN1/C(=C\c2ccc3ccccc3[n+]2CC)Sc2cc(C)ccc21,40*,78*,74,32,-6,65*,17,0.83,27
Cc1ccc(C(O)Cn2cc([N+](=O)[O-])nc2C)cc1 (stereo not drawn),-2,12,-4,-4,-1,8,6,0.94,11
COc1ccc(-c2ocnc2C(=O)N2CCN(C(c3ccccc3)c3ccccc3)CC2)cc1,3,18,-2,-6,-5,20,6,0.94,16
Cc1cccc2cc3c(NC(=O)C(C)C)nn(C)c3nc12,-30,18,7,-5,-2,27,-18,1.2,13
CC(C)NC(=O)c1ccc(NC(=O)CC2SC(N3CCCCC3)=NC2=O)cc1 (stereo not drawn),-2,1,-3,-5,3,-2,2,0.98,8
O=C(Cn1cnc([N+](=O)[O-])n1)N/N=C/c1cccc2ccccc12,2,-13,1,-2,1,-2,6,0.94,15
COc1ccc(-c2cccc(NS(=O)(=O)c3cc([N+](=O)[O-])ccc3C)c2)nn1,-17,3,0,-4,-3,0,4,0.96,12
Cc1[nH]n2c(=O)cc(C(C)(C)C)nc2c1-c1ccccc1,-25,5,-6,-5,-2,29,-4,1,-3
CCCCNC(=O)c1ccc(NS(=O)(=O)c2ccc3[nH]c(=O)[nH]c3c2)cc1,7,3,-1,-1,-2,-3,1,0.99,-6
COc1cc(CN2CCN(S(=O)(=O)c3ccc(NC(C)=O)cc3)CC2)cc(OC)c1O,11,14,-1,-3,0,14,-6,1.1,-7
CC1CCCC(NC(=O)COC(=O)c2ccccc2Sc2ccccc2C#N)C1C (stereo not drawn),11,-19,-3,-8,-1,8,-12,1.1,6
COc1ccc(CNC(=O)c2noc(C)c2[N+](=O)[O-])cc1,2,-3,0,-8,-1,1,-3,1,4
CCCN1Cc2cccc(C(=O)N3CCN(c4ccc(F)cc4)CC3)c2C1=O,3,8,-1,-4,-1,10,3,0.97,5
CCC(C)(C)NC(=O)C(c1cccn1C)N(C(=O)Cn1nnc2ccccc21)c1ccc(OC)cc1 (stereo not drawn),9,-3,0,1,-2,0,-5,1.1,16
COc1ccccc1N1C(=O)[C@@H]2[C@H](C1=O)[C@H](C(=O)c1ccc(OC(C)=O)cc1)N1N=CC=C[C@@H]21,2,11,-2,2,-3,16,-9,1.1,18
COc1ccc(CNC(=O)COC(=O)c2cccc(S(=O)(=O)N3CCOCC3)c2)cc1,3,8,-1,-2,0,23,-8,1.1,10
O=C(NCCCN1CCCC1)c1ccc2c(Cl)c3c(nc2c1)CCCC3,-7,-3,0,-5,-6,9,7,0.93,-4
CC(C)C(NS(=O)(=O)c1cccc2nsnc12)C(=O)NCc1ccc2c(c1)OCO2 (stereo not drawn),20,6,-2,-9,4,-2,-4,1,4
Cc1cc(F)ccc1NCc1ccncc1,-15,8,-7,-8,-3,10,-6,1.1,5
COc1ccc(-c2n[nH]c(=S)n2Cc2ccccc2)cc1OC,-26,2,-9,30,-4,-1,4,0.96,20
CSc1nc(C)c(Cl)c(C)c1C#N,10,15,-4,-5,0,6,-7,1.1,-1

# Copied from the list:
# `COc1ccc(CNC(=O)c2noc(C)c2[N+](=O)[O-])cc1` – hIAP inh = 2
# `COc1ccc(CNC(=O)COC(=O)c2cccc(S(=O)(=O)N3CCOCC3)c2)cc1` – NALP3 yeast inh = 10

# Later entries:
Molecule,hIAP inh,TIM10 inh,A3A deaminase,APOBEC3G inh,beta cell repl,tim10-1 inh,mIAP block,mIAP act,NALP3 yeast inh
C[N+](C)(C)CCCC(=O)c1ccc2c(c1)OCO2,10,4,4,1,2,5,3,0.97,15
CSc1ccc(CCNS(=O)(=O)c2ccc3c(c2)C(C)(C)C(=O)N3C)cc1,3,-12,-2,-4,-5,1,-8,1.1,2
CCCOc1cccc(C(=O)N(Cc2ccccc2)C2CCS(=O)(=O)C2)c1 (stereo not drawn),-8,19,-3,-11,0,4,11,0.89,5
CN(Cc1ccccc1)C(=O)c1cn(C)c2ccc(S(=O)(=O)N3CCCC3)cc2c1=O,-16,-3,6,5,-1,0,0,1,4
Cc1cc(C)cc(OCC(=O)OCC(=O)Nc2ccc(Cl)cn2)c1,9,-8,3,-5,0,9,-1,1,6
O=C(O)c1cccc(NC(=S)NC(NC(=O)c2ccccc2[N+](=O)[O-])C(Cl)(Cl)Cl)c1 (stereo not drawn),-9,-8,-2,-3,-1,8,0,1,10
O=C(OC(C(=O)NC1CCCC1)c1ccncc1)C1=Cc2ccccc2OC1 (stereo not drawn),11,5,1,2,4,15,0,1,22
COc1ccc(NC(=O)O/N=C/c2ccc(N(C)C)cc2)cc1,-2,13,-1,-3,-2,20,1,0.99,26
O=C(NCCCn1ccnc1)c1cc(C2CC2)on1,8,-20,0,-8,1,-9,-6,1.1,6
Cc1ncoc1C(=O)N1CCCC(N2CCN(c3cccc(C(F)(F)F)c3)CC2)C1 (stereo not drawn),-14,13,0,-3,-4,8,4,0.96,7
CCCC(=O)Oc1cccc(C2NC(=O)c3ccccc3O2)c1 (stereo not drawn),-14,15,-1,-2,1,22,5,0.95,4
COC(=O)[C@H](C)NC(=O)NCCC1=CCCCC1,5,26,-2,-5,-2,0,7,0.93,12
CCCCCC(C)NC(=O)CN1C(=O)NC(C)(c2ccc3ccccc3c2)C1=O (stereo not drawn),-26,-8,-6,-5,-4,5,-3,1,5
O=C(NCC(c1cccnc1)N1CCOCC1)c1cccs1 (stereo not drawn),-18,-7,-6,-7,-1,7,-7,1.1,13

# Compound activity deposited in PubChem BioAssay by Sanford-Burnham Center for Chemical Genomics.
